# From PubChem
# Rpn11 block: Rpn11 (PSMD14) deubiquitinase inhibitors, primary screen, biochemical, fluorescence polarization, uHTS | human 26S proteasome, Ub4-pepOG fluorescence polarization; 20S core pre-blocked with epoxomicin | actives 0.59% (n = 360,000) | AID 588493, 2011 | 26S proteasome non-ATPase regulatory subunit 14 (Homo sapiens), O00487 | calls only at 20 µM;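 active means inhibition at 20 µM, scaled to each plate's controls, above about 33%, limit read from the data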
# MLLE-PAM2 inh: inhibitors of PABP1 MLLE–PAM2 peptide binding, primary screen, biochemical, fluorescence polarization, FITC-PAM2, GST-MLLE; inhibition, % at 20 µM; actives 0.36% (n = 360,000); in the data active means inhibition above about 35%, passing the limit was not always enough;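 further: plate controls were DMSO wells with GST-MLLE for no effect and wells lacking GST-MLLE protein for full effect; some results filed as inactive read as strong as hits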
# FAS TE block: FAS thioesterase domain inhibitors, primary screen, biochemical, fluorescence intensity, uHTS. Fatty acid synthase (Homo sapiens), P49327. recombinant FAS-TE, OMFH fluorogenic substrate, fluorescence endpoint. inhibition, % at 15 µM. actives 0.67% (n = 360,000);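 active means compounds whose normalised, plate-corrected inhibition of enzyme fluorescence in the single-dose primary screen is 50% or more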;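 further: 0% = DMSO with enzyme and 100% = substrate without enzyme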
# Rin1 Abl inh: inhibitors of Rin1-Abl protein binding, primary screen, biochemical, TR-FRET. inhibition, % at 7.35 µM. Tyrosine-protein kinase ABL1 (Homo sapiens) + Ras and Rab interactor 1 (Homo sapiens), …. actives 0.4% (n = 360,000); in the data active means inhibition above about 5%, passing the limit was not always enough
# MT1-MMP act inh: blockers of MT1-MMP proenzyme processing, primary screen, HT1080 RFP-PRO-GFP cells, GFP/RFP fluorescence; Matrix metalloproteinase-14 (Homo sapiens), P50281; GFP/RFP ratio fluorescence, overnight; percent of plate control window, DMSO zero; GFP/RFP ratio change, % at 20 µM; actives 0.061% (n = 360,000); AID 651647, 2012;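 active means GFP/RFP ratio change of at least 30% with cell ATP level not reduced by more than half and red fluorescence within 50% of control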; further: strong numbers were not always called active
#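 Test system: HT1080 cells expressing an RFP-PRO-GFP fluorescent reporter construct / Compound dosing: single-point 20 µM compound, 1% DMSO / Schedule: cells overnight before dosing, compound overnight, 37 °C, 5% CO2 / Evaluation: GFP/RFP fluorescence ratio / Control set: DMSO and RFP-L50D-GFP cell wells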
# CSN deneddyl inh: inhibitors of CSN-mediated cullin deneddylation, primary screen, biochemical, fluorescence polarization, uHTS; Purified CSN, SCF-Nedd8-OG deneddylation; inhibition, % at 12.5 µM; actives 0.38% (n = 360,000); AID 651999, 2013;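 active means pattern-corrected inhibition above about 35%, with an unprinted fluorescence ratio check between 0.5 and 1.5, limit read from the data, passing the limit was not always enough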;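 further: 0% = enzyme with substrate and 100% = substrate without enzyme; some results filed as inactive read as strong as hits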
# Target sequence (Q92905 whole entry, looked up, one chain of several): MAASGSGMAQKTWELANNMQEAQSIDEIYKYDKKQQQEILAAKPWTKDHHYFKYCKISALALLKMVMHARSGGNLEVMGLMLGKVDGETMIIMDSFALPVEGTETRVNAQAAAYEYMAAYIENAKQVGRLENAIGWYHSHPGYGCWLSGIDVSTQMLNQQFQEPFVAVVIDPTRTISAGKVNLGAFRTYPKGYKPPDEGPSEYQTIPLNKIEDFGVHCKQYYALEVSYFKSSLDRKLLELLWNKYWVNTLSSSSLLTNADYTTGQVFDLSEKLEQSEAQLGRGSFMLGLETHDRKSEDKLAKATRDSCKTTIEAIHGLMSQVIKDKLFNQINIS
#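 Assay system: purified human Csn5 enzyme expressed in HEK293T cells; measure: % inhibition; also added: SCFSkp2-Nedd8OG substrate at 10 nM final; technique: fluorescence polarization; times: reaction 90 min, room temperature; medium: Tris buffer pH 7.5, NaCl, DTT, Tween-20, trehalose, ovalbumin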
# NadD block: inhibitors of S. aureus NadD, primary screen, biochemical, colorimetric, uHTS; Nicotinate-nucleotide adenylyltransferase NadD (Staphylococcus aureus N315); purified NadD enzyme, colorimetric absorbance read-out; inhibition, % at 20 µM; actives 0.78% (n = 360,000); AID 602399, 2012; in the data active means inhibition above about 26%; further: some compounds past the cut are filed as inactive
# SKN-1 inh: suppressors of acrylamide-induced Pgst-4::GFP reporter in worms, primary screen, SKN-1 inhibitor project, whole organism, uHTS, GFP/RFP fluorescence ratio, strain VP596; C. elegans VP596 Pgst-4::GFP/RFP ratio, 24 h; actives 0.49% (n = 360,000); AID 624304, 2012; inhibition, % at 21.8 µM;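 active means interference check ratio from 0.5 to 1.5 plus GFP to RFP signal ratio inhibition reaching or exceeding a fixed threshold, cut at about 30% in these data, passing the limit was not always enough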; further: some compounds called inactive have numbers as strong as hits
# Neddylation inh: inhibitors of cullin neddylation, primary screen, biochemical, TR-FRET, uHTS, NAE and Ubc12; NEDD8-conjugating enzyme Ubc12 (Homo sapiens) + NEDD8-activating enzyme E1 regulatory …; AID 651699, 2012; calls only at 25 µM; actives 0.58% (n = 360,000); in the data active means inhibition above about 36%
# Target sequence (P61081 whole entry, looked up): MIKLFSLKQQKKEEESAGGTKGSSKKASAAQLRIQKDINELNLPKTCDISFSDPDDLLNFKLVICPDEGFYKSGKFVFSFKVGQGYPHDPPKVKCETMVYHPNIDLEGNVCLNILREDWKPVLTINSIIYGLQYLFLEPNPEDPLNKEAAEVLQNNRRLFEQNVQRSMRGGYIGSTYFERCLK
# Target sequence (Q13564 whole entry, looked up): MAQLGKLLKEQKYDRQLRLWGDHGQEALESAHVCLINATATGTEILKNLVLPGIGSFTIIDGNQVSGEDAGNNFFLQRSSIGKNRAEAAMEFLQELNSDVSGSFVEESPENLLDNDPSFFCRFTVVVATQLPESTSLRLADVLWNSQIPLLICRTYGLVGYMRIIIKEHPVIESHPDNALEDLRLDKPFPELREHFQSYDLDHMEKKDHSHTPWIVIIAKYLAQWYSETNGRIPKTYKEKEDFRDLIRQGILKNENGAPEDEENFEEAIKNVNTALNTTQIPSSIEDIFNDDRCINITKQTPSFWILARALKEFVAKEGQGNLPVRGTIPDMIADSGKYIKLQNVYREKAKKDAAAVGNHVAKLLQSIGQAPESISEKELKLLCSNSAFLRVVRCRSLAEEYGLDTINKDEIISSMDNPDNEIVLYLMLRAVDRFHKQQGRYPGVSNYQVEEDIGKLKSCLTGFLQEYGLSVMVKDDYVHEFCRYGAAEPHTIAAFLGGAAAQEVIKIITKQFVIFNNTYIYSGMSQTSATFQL
# Numbers without * were called inactive; i = inactive; x = no result given; + = active, no number.
SMILES,Rpn11 block,MLLE-PAM2 inh,FAS TE block,Rin1 Abl inh,MT1-MMP act inh,CSN deneddyl inh,NadD block,SKN-1 inh,Neddylation inh
CCOc1ccccc1NC(=O)Nc1ccncc1,i,8,-3,2,2,-4,-5,-20,i
COc1c(O)cccc1[C@H](O)C1CCN(CCc2ccc(F)cc2)CC1,i,77*,-14,1,-19,-19,-6,4,i
CN(C)CC/C=C1\c2ccccc2COc2ccccc21,i,1,-1,-2,-2,-4,6,8,i
Cc1ccc(C)c(/C=C2\CCn3c2nc2cc(C(=O)O)ccc2c3=O)c1,i,2,3,0,4,-1,10,1,i
CN1C(=O)CSC1=Nc1cccc(C(=O)O)c1,i,2,-1,-1,1,-2,1,0,i
COc1ccccc1NC(=O)Nc1ccc(-n2ccc(C(F)(F)F)n2)cc1,i,-9,27,5,4,1,-5,-13,i
CC1=C(C(=O)Nc2ccc(C)cc2C)C(c2cccc([N+](=O)[O-])c2)n2nc(C(=O)OC(C)C)nc2N1 (stereo not drawn),i,5,-4,-2,-1,-3,2,8,i
CCOc1cc(/C=C2\NC(=O)NC2=O)ccc1OC(C)C(=O)O (stereo not drawn),i,7,-2,-2,2,4,-1,11,i
CC1CCc2c(sc(N)c2C(N)=O)C1 (stereo not drawn),i,-2,0,4,-9,11,4,-20,+
COc1cccc(/C=N/n2nnc3c(cnn3-c3ccccc3)c2=O)c1,i,4,-5,-1,-1,-1,-4,4,i
COc1ccc([C@H]2/C=C\CN(S(C)(=O)=O)[C@@H](C)C(=O)N2Cc2ccc(F)cc2)cc1,i,5,-3,2,6,2,-1,-18,i
COc1ccc(C(=O)SC2=NCCS2)cc1OC,i,5,-6,0,1,2,-2,-1,i
CCOC(=O)c1ccc(NS(=O)(=O)c2ccc3c(c2)NC(=O)CCS3)cc1,i,17,-3,1,-3,-4,-1,17,i
COC(=O)C[C@@H]1C=C[C@H](NC(=O)c2ccccc2)[C@@H](CO)O1,x,x,x,x,1,-2,x,6,i
CC(C)C[C@@H](CN1CCC[C@H]1CN1C(=O)C(=O)NC[C@@H]1Cc1ccccc1)N1C[C@H](Cc2ccccc2)N(CC2CCCCCC2)C(=O)C1=O,x,x,17,x,-10,11,40*,2,i
COc1ccc(OCCOC(=O)CNC(=O)c2ccc(F)cc2)cc1,i,6,-4,2,3,0,1,12,i
O=C(Nc1ccc(C(=O)O)cc1)Nc1cccc([N+](=O)[O-])c1,i,0,-6,-2,1,-10,-3,10,i
C/C=C(\C)CN1CCC(n2nccc2NC(=O)CCc2ccccc2)CC1,i,-1,-7,2,-1,4,-6,-2,i
COc1ccc(OCC(O)CNS(=O)(=O)c2cccc(Cl)c2)cc1 (stereo not drawn),i,-2,-2,-1,-1,4,2,-9,i
CC(NC(=O)CN(C)Cc1nc2ccccc2c(=O)[nH]1)c1ccccc1 (stereo not drawn),i,7,-7,-2,4,-5,-1,-1,i

# Some of the entries so far, bar-delimited.
smiles | Rpn11 block | MLLE-PAM2 inh | FAS TE block | Rin1 Abl inh | MT1-MMP act inh | CSN deneddyl inh | NadD block | SKN-1 inh | Neddylation inh
COC(=O)C[C@@H]1C=C[C@H](NC(=O)c2ccccc2)[C@@H](CO)O1 | x | x | x | x | 1 | -2 | x | 6 | i
COc1c(O)cccc1[C@H](O)C1CCN(CCc2ccc(F)cc2)CC1 | i | 77* | -14 | 1 | -19 | -19 | -6 | 4 | i

# Continuation.
SMILES,Rpn11 block,MLLE-PAM2 inh,FAS TE block,Rin1 Abl inh,MT1-MMP act inh,CSN deneddyl inh,NadD block,SKN-1 inh,Neddylation inh
COC(=O)c1ccc(/C=N/N2C(C)CCCC2C)cc1 (stereo not drawn),i,8,5,0,-4,-3,-8,10,i
CCCN(C(=O)CSc1nnc(-c2ccoc2C)n1N)C1CCS(=O)(=O)C1 (stereo not drawn),i,11,-7,-2,-2,-2,-5,0,i
CCOC(=O)C1=C(C)Nc2nc(SCC)nn2C1c1ccc(OC)cc1 (stereo not drawn),i,14,-10,3,-10,-3,-10,-4,i
O=C(O)C1C(c2ccccc2)C(C(=O)N2CCOCC2)C1c1ccccc1 (stereo not drawn),i,-8,-5,-1,1,-5,1,-13,i
CCOc1ccccc1NC(=O)C1CCCN1S(=O)(=O)c1ccccc1C(F)(F)F (stereo not drawn),i,22,11,-2,-5,-3,-8,-19,i
COc1ccc(-n2c(Cc3ccccc3)nnc2SCc2ccc([N+](=O)[O-])cc2)cc1,i,-119,45,1,-1,-2,7,7,i
CC1CC(=O)Nc2ccccc2N1S(=O)(=O)c1ccc(F)cc1F (stereo not drawn),i,2,-10,1,0,1,-11,14,i
COc1ccc(N(CC(=O)N2CCN(c3ccc(Cl)cc3)CC2)S(=O)(=O)c2c(C)noc2C)cc1,i,-14,23,2,1,2,-4,23,i
CC(=O)O[C@@H](C[C@@H](C)C1=C2C[C@H](O)C3[C@@]4(C)CCC(=O)C(C)(C)C4CC[C@]3(C)[C@@]2(C)CC1)[C@H]1OC1(C)C (stereo partly drawn),i,1,22,-2,-12,0,-4,-4,i
CC(=O)c1cccc(NC(=O)C2CCN(S(=O)(=O)c3c(C)n[nH]c3C)CC2)c1,i,7,-7,-2,5,-2,2,-16,i
CC(=O)Nc1ccc(S(=O)(=O)NCCC(=O)N2CCC(Cc3ccccc3)CC2)cc1,i,13,-1,3,11,-4,-3,-6,i
CCOC(=O)c1ccc(Nc2cc(C)nc(-c3ccccc3O)n2)cc1,i,11,11,-5,4,-5,1,7,i
COc1ccc(Cl)cc1NC(=O)C1CCN(C(=O)C2CC(=O)N(c3ccc(C)cc3)C2)CC1 (stereo not drawn),i,-3,5,2,-1,1,4,4,i
CC(C)OC(=O)COc1cc(O)c2c(=O)cc(-c3ccccc3)oc2c1,i,1,2,1,2,1,-5,-1,i
COc1ccc(NS(=O)(=O)c2cc(N)ccc2N2CCCCC2)cc1,i,-8,10,0,3,-3,-5,18,i
Cc1cccc(Nc2nc(N3CCOCC3)nc(N3CCOCC3)n2)c1,i,15,7,-2,-7,-1,-4,17,i
CC(C)C[C@H](N)c1nnc(S(=O)(=O)Cc2ccc(F)cc2)o1,i,4,31,-3,4,-5,0,-4,i
Cn1c(=O)c2c(nc(NCCO)n2CCCc2ccccc2)n(C)c1=O,i,-8,-4,-1,2,-3,-4,-3,i
COC(=O)[C@@H]1C[C@@]2(O)[C@@H](O)[C@@H](O)[C@@H](O)C[C@H]2N1Cc1ccc(Cl)cc1,i,10,-13,0,-2,2,-7,9,i
CCN1CCCC1CNC(=O)C(=O)NCCc1ccc(OC)c(OC)c1 (stereo not drawn),i,2,-5,-3,1,0,1,-1,i

# Complete entries, quoted from the list. Order of values: Rpn11 block, MLLE-PAM2 inh, FAS TE block, Rin1 Abl inh, MT1-MMP act inh, CSN deneddyl inh, NadD block, SKN-1 inh, Neddylation inh
# COc1cccc(/C=N/n2nnc3c(cnn3-c3ccccc3)c2=O)c1 is listed as i, 4, -5, -1, -1, -1, -4, 4, i
# COc1c(O)cccc1[C@H](O)C1CCN(CCc2ccc(F)cc2)CC1 is listed as i, 77*, -14, 1, -19, -19, -6, 4, i
# CC(C)C[C@@H](CN1CCC[C@H]1CN1C(=O)C(=O)NC[C@@H]1Cc1ccccc1)N1C[C@H](Cc2ccccc2)N(CC2CCCCCC2)C(=O)C1=O is listed as x, x, 17, x, -10, 11, 40*, 2, i
# CC1CC(=O)Nc2ccccc2N1S(=O)(=O)c1ccc(F)cc1F (stereo not drawn) is listed as i, 2, -10, 1, 0, 1, -11, 14, i

# Other records follow:
SMILES,Rpn11 block,MLLE-PAM2 inh,FAS TE block,Rin1 Abl inh,MT1-MMP act inh,CSN deneddyl inh,NadD block,SKN-1 inh,Neddylation inh
Cc1cc(C)cc(NC(=O)CCC(=O)N2CCSc3ccccc32)c1,i,-5,9,0,4,1,-6,6,i
CC(=O)c1ccc(NC(=O)C2(c3ccccc3)CCOCC2)cc1,i,1,-3,1,2,-3,-1,8,i
CCCCOP(=O)(OCCCC)C(O)c1ccc(F)cc1 (stereo not drawn),i,6,0,0,-2,-1,-5,4,i
O=C(Nc1ccccc1N1CCCC1)c1ccc(Cl)cc1Cl,i,-8,14,1,1,7,2,9,i
O=C(COc1ccccc1)NCC(=O)N/N=C/c1cccs1,i,-16,-5,5,-1,0,-3,8,i
O=C(O)CCNC(=S)Nc1cccc(F)c1,i,19,0,1,-1,2,-4,2,i
COc1ccc(-c2csc(Cc3nnc(N4CCOCC4)n3-c3ccccc3)n2)cc1,i,13,-4,-3,1,4,-7,16,i
O=C(O)C1CC=CCC1C(=O)NCc1ccccc1 (stereo not drawn),i,-5,-9,-1,8,3,1,10,i
CCc1ccccc1NC1c2ccccc2C(=O)N1Cc1ccco1 (stereo not drawn),i,13,13,0,-1,1,0,-1,i
CCc1cc(C(=O)N/N=C/c2ccc(O)cc2O)c2ccccc2n1,i,-21,0,-4,7,-4,0,8,i
Cc1ccccc1-c1noc(-c2ccccc2C(=O)N2CCCC2)n1,i,6,4,-1,-2,-2,2,21,i
CC1CN(c2ccc(S(=O)(=O)N3CCCC3)cn2)CC(C)O1 (stereo not drawn),i,-1,-5,-2,8,6,-2,-7,i
COC(=O)CCC(=O)NC(=S)Nc1sc(C)c(C)c1C(N)=O,i,15,-10,-4,14,-3,-4,-14,i
CC(=O)N/C(=C\c1ccccc1)C(=O)OCCCOC(=O)/C(=C/c1ccccc1)NC(C)=O,i,5,-5,-2,5,1,4,0,i
COc1c(F)cc2[nH]c3c(c2c1F)CCNC3=O,i,0,-5,5,-5,2,-2,-2,x
NNc1nc2sc3c(c2c(=O)n1C1CCCCC1)CCN(Cc1ccccc1)C3,i,-12,-10,0,1,5,-3,11,i

# Pulled one by one from the list above, four records:
SMILES,Rpn11 block,MLLE-PAM2 inh,FAS TE block,Rin1 Abl inh,MT1-MMP act inh,CSN deneddyl inh,NadD block,SKN-1 inh,Neddylation inh
CCCCOP(=O)(OCCCC)C(O)c1ccc(F)cc1 (stereo not drawn),i,6,0,0,-2,-1,-5,4,i
COC(=O)CCC(=O)NC(=S)Nc1sc(C)c(C)c1C(N)=O,i,15,-10,-4,14,-3,-4,-14,i
Cc1ccccc1-c1noc(-c2ccccc2C(=O)N2CCCC2)n1,i,6,4,-1,-2,-2,2,21,i
O=C(Nc1ccccc1N1CCCC1)c1ccc(Cl)cc1Cl,i,-8,14,1,1,7,2,9,i
